CAL PDZ FP-1: blocks peptide binding to human CAL PDZ domain. inhibition, % at 20 µM. purified CAL PDZ, TMR-peptide fluorescence polarization, 1 h. AID 504414. hit rate 0.02% among 330,000;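 active = highest replicate inhibition of at least 40%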;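 also: plate controls were DMSO neutral control wells for no effect and unlabeled competitor peptide control wells for full effect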
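material = purified tagged CAL PDZ domain construct (CerCALP) | compound dosing = 20 µM, one dose | times = 1 h at RT | measured by = fluorescence polarization from S- and P-plane intensities, G-factor corrected | read-out = inhibition from polarization loss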
dFosB act: enhances mouse delta FosB homodimer DNA binding; P13346; purified delta FosB, TAMRA-CDK5 oligo fluorescence polarization; percent of positive-control signal above neutral wells; activation, % at 25 µM; hit rate 0.99% among 340,000;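 active = mean activation above about 17%, with every replicate also reaching it, limit read from the data, passing the limit was not always enough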;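 also: fluorescence polarization rise as delta FosB binds a TAMRA Cdk5 AP-1 oligo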
PfHsp90 set2: inhibits growth of yeast expressing Plasmodium falciparum Hsp90; S. cerevisiae expressing PfHsp90, BacTiter-Glo ATP, 48 h; yeast lacking PDR1 and PDR3 efflux regulators; inhibition, % at 9.4 µM; hit rate 0.32% among 310,000;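 active = every replicate shows inhibition above about 80%, whatever the replicate mean, limit read from the data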;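 also: 0% = DMSO neutral controls and 100% = 20 µM radicicol positive controls; yeast relying on Plasmodium falciparum Hsp90 in place of its own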
SR-BI DiI inh: mouse SR-BI HDL lipid transfer inhibition | hit rate 0.96% among 320,000 | inhibition, % at 12.5 µM | ldlA[mSR-BI] CHO cells, DiI-HDL uptake fluorescence, 3 h | Q61009 | AID 488896;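 active = mean replicate inhibition of at least 70% and a set share of replicates each scoring 70 or more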;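 also: 0% = median of neutral control wells and 100% = median of positive control wells; values of inactives mirror those of a sister screen read the other way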
MITF act: increases MITF-driven TRPM1 promoter luciferase signal; activation, % at 12.5 µM; hit rate 0.75% among 300,000; SK-MEL-5 TRPM1-promoter luciferase, 24 h; % of positive control, neutral wells = 0;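 active = mean activation of at least 80% with every replicate also reaching 80%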;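 also: 0% = neutral control wells and 100% = parthenolide positive control wells; values of inactives mirror those of a sister screen read the other way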
SR-BI DiI-HDL act: activators of SR-BI mediated HDL lipid uptake; CHO ldlA[mSR-BI] cells, DiI-HDL uptake fluorescence, 3 h; 100 = double the neutral-control signal; activation, % at 12.5 µM; hit rate 0.096% among 320,000; AID 504775;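 active = mean replicate activation of at least 60% and every replicate at or above 60%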;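 also: 0% = median plate neutral-control signal and 100% = twice that signal; values of inactives mirror those of a sister screen read the other way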
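Test system: SR-BI-overexpressing, LDLR-lacking CHO cells; Also added: labelled HDL, 10 µg/mL; Measured by: bottom-read cell fluorescence after medium removal, ex 550/em 595 nm; Timing: 3 h uptake period with compound, 37 °C; Buffer or medium: F12, 0.5% BSA, 25 mM HEPES; Doses: single compound concentration, delivered by pin transfer.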
PvdQ inh: P. aeruginosa PvdQ acylase inhibition; hit rate 0.063% among 340,000; inhibition, % at 10 µM; purified PvdQ acylase, fluorescence plate reader; in the data active = inhibition above about 30%, passing the limit was not always enough;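 also: 0% = vehicle neutral wells and 100% = reference inhibitor wells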
NSD2 inh: NSD2 (human) methyltransferase inhibition | inhibition, % at 12.5 µM | NSD2 peptide methylation, AlphaScreen, 120 min | hit rate 0.54% among 310,000; in the data active = inhibition above about 50%
Target sequence (O96028 whole entry, looked up): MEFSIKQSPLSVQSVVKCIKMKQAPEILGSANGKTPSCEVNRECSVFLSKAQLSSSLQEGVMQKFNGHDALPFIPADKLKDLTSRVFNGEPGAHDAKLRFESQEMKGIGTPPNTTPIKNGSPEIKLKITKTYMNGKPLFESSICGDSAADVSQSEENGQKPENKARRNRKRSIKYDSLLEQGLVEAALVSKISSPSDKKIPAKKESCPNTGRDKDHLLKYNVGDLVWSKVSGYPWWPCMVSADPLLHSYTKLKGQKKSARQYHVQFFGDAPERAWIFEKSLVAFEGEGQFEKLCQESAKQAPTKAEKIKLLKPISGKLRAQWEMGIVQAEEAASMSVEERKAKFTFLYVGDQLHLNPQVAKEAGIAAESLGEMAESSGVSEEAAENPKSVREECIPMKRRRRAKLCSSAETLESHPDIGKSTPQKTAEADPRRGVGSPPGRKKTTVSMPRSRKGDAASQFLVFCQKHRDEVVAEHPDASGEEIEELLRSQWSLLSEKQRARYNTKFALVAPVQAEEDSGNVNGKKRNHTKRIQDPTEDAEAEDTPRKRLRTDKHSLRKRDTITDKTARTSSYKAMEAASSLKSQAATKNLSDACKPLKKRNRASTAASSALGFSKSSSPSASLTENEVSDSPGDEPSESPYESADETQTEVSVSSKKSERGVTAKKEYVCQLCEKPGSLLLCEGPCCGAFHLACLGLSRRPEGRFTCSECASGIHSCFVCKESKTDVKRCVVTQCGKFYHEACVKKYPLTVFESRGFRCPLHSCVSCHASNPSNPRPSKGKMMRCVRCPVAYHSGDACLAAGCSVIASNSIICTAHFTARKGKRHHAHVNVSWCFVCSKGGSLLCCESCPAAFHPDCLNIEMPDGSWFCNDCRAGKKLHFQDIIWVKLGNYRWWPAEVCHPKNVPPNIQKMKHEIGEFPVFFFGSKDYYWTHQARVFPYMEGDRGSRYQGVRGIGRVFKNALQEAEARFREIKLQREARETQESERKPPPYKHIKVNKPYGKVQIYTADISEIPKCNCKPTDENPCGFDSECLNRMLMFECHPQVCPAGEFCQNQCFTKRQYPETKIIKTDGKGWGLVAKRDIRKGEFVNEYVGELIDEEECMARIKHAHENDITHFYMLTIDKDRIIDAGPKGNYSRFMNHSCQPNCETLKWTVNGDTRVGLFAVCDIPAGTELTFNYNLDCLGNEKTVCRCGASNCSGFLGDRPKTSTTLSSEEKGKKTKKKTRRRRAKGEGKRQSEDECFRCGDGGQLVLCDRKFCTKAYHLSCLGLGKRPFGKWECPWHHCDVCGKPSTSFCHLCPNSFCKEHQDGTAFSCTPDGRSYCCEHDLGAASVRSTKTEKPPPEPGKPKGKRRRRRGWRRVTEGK
Rtt109 HAT inh: blocks Candida albicans Rtt109/Vps75 acetyltransferase activity; AID 540336; hit rate 0.16% among 330,000; purified Rtt109/Vps75, ThioGlo CoA-SH fluorescence, 4 h; inhibition, % at 34.9 µM; Q5AAJ8;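 active = inhibition of at least 50% in every replicate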
CAL PDZ FP-2: inhibitors of human CAL PDZ peptide binding; Q9HD26; purified CAL PDZ, TMR-peptide fluorescence polarization, 1 h; inhibition, % at 24.9 µM; hit rate 0.92% among 300,000; AID 602252;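 active = mean inhibition of at least 30% with at least half of replicates also reaching 30%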;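 also: 0% = DMSO neutral control and 100% = excess unlabeled competitor peptide PRC23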
An asterisk follows results filed as active; · = not tested or not shown.

Values run as follows: CAL PDZ FP-1	dFosB act	PfHsp90 set2	SR-BI DiI inh	MITF act	SR-BI DiI-HDL act	PvdQ inh	NSD2 inh	Rtt109 HAT inh	CAL PDZ FP-2
COc1ccc(C(=O)O)cc1S(=O)(=O)N1CCSCC1
  ·	-1	18	-13	-21	13	-13	2	15	-9
COc1ccc(NC(=O)NNC(=O)C(C)Oc2ccc(C(C)C)cc2)c(OC)c1 (stereo unspecified)
  -2.0	-16	-91	-8	-4	8	-13	7	6	-1
C[C@@H]1CN([C@H](C)CO)C(=O)Cc2cc(NS(=O)(=O)c3ccc(Cl)cc3)ccc2O[C@H]1CN(C)Cc1ccc(C(F)(F)F)cc1
  -1.9	-6	8	-5	-2	5	-8	·	9	-3
COc1cccc(C2NC(=O)NC(C)=C2C(=O)Nc2cccc(C)c2C)c1 (stereo unspecified)
  -1.0	0	-5	17	-3	-17	13	0	-6	-6
CCOc1ccc(NC(=O)N2CCN(c3nc4ccccc4s3)CC2)cc1
  -0.4	-9	-1	51	-7	-51	-4	4	3	-2
Cc1ccc(Cl)cc1NS(=O)(=O)c1cn(C)nc1C
  -4.9	-2	·	18	8	-18	-12	2	-1	-1
N#C/C(=C/c1ccccc1)c1nn(CCO)c(N)c1C#N
  -0.4	-8	11	5	12	-5	-11	0	5	-1
Cc1nsc2nc3c(F)c(F)c(F)c(F)c3cc12
  0.1	0	-33	5	-12	-5	-19	-1	-7	·
Cc1oc2c(C)c3oc(=O)c(CCC(=O)NCCCN4CCOCC4)c(C)c3cc2c1C
  -0.7	4	3	17	12	-17	-12	·	-6	-4
CCN(CC(=O)Nc1cc(Cl)ccc1-n1cncn1)Cc1nc2ccccc2c(=O)[nH]1
  0.0	-2	-21	-14	-8	14	-4	·	-1	·
O=[N+]([O-])c1ccc(N=Cc2c(O)ccc3ccccc23)cc1
  -2.4	0	5	·	-20	·	4	6	6	-6
Cc1sc2ccccc2c1CNC[C@H]1O[C@@H](n2cnc(C(N)=O)n2)[C@H](O)[C@@H]1O
  -0.4	-7	-12	4	-4	-4	-14	·	-6	-2
CN(CCCC1CCCC1)C(=O)CC1C(=O)NCCN1Cc1cccc(F)c1F (stereo unspecified)
  0.2	-13	16	24	-4	-24	-4	27	9	-3
C=CCNC(=O)C1CC2Cn3c(nc4cc(C)c(C)cc43)C2N1C (stereo unspecified)
  -0.7	0	6	10	7	-10	-15	·	-3	-2
COc1cc(OC)cc(C(=O)N2CCN(C(=O)COc3ccc4ccccc4c3)CC2)c1
  0.0	-9	-39	64	2	-64	-7	3	-1	0
N#C/C(=C\c1c(F)cccc1Cl)C(=O)NC1CC1
  -0.6	-1	-45	12	8	-12	-3	-3	4	8
C[C@@H](NC(=O)c1nc[nH]c1C(=O)OCc1ccccc1)c1ccccc1
  1.9	0	-18	20	-7	-20	-3	·	-1	-8
Cc1ccccc1CC1(CO)CCCN(C(=O)c2ccccc2Cl)C1 (stereo unspecified)
  -3.7	6	-1	6	-8	-6	1	2	16	-2
COc1ccc(Oc2cc(C)c3cccc(C)c3n2)cc1
  -1.5	1	8	36	·	-36	8	-1	-3	·
O=C(c1ccccc1)c1coc2ccc(O)c(Cl)c12
  ·	-11	·	-11	76	11	2	3	6	-3
O=C(NCC1CCCO1)c1ccccc1-c1nc(-c2ccc(Cl)cc2)no1 (stereo unspecified)
  -3.1	-7	30	3	8	-3	-9	-2	-6	-13
COc1ccc(CN2CCN(Cc3ccco3)CC2)cc1OC
  0.0	0	-18	-10	7	10	-11	0	-5	·
Cc1cc(Br)ccc1SCC(=O)OCC(=O)NCc1ccc2c(c1)OCO2
  -0.9	-9	11	-12	-3	12	-11	-2	-7	3
O=C1CN(C(=O)Cn2ncc(Cl)c(Cl)c2=O)c2ccccc2N1
  -1.6	-6	-25	-12	-92	12	-14	7	1	5
CC(=O)c1c(C)[nH]c(C(=O)COC(=O)CCNS(=O)(=O)c2ccc(C)c(C)c2)c1C
  -1.2	-15	17	8	·	-8	20	-2	-6	10
COc1cc(C(=O)N/N=C/c2sc(N3CCOCC3)nc2-c2ccccc2)cc(OC)c1OC
  1.4	-15	·	68	1	-68	-10	-2	8	3
CN(C)S(=O)(=O)c1ccc(NC(=O)CN2CCCc3ccccc32)cc1
  -0.5	-10	-4	5	-5	-5	-15	·	-2	7
Cc1ccc(OCc2nnc(SCC(=O)NCc3ccco3)n2C)cc1
  -0.9	5	-21	-6	1	6	-6	6	8	2
CCOc1cc(/C=C/c2ccc3cccc([N+](=O)[O-])c3n2)ccc1OCC(=O)N(C)C
  -2.8	-3	46	83*	-15	-83	-8	1	16	-2
Cc1ccc(C(=O)NNS(=O)(=O)c2ccc(F)cc2)cc1
  -0.3	-1	-3	-22	·	22	-14	-1	-4	3
O=C(NNC(=O)c1cc2cc3ccccc3nc2s1)c1cccc(Cl)c1
  0.0	-10	-13	1	-3	-1	13	·	2	-2
Nc1nc(-c2ccccc2)cc(-c2ccccc2O)n1
  -2.7	15	-24	13	-8	-13	15	·	·	-2
CCCCCc1cc(=O)oc2c(C(CCN3CCCC(C)C3)c3ccc(OC)cc3)c(OC)cc(OC)c12 (stereo unspecified)
  -2.6	11	5	-18	-44	18	-2	·	22	-1
CCN(CC)C(=O)C(C)OC(=O)c1ccc(O)cc1 (stereo unspecified)
  -0.8	-2	-9	-1	-5	1	2	2	-2	1
O=C(c1cccc(F)c1)N1CCCN(C(=O)c2cccc(F)c2)CC1
  -0.5	-3	-3	28	10	-28	-15	-3	12	-1
CC(=NCC1CCCO1)C1=C(O)CC(C)(C)CC1=O (stereo unspecified)
  -0.4	-9	·	-12	-1	12	-7	·	4	-4
COC(=O)C1CCCN1C(=O)COc1ccc(Br)cc1Cl (stereo unspecified)
  0.3	5	-4	-25	-5	25	3	2	0	-1
CC(=O)Nc1ccc2c(COC(=O)[C@H](C)N3C(=O)C4CCCCC4C3=O)cc(=O)oc2c1 (stereo partly specified)
  -0.3	-10	1	·	1	·	-4	1	-2	-2
COc1cccc(NCCC(=O)c2cccc([N+](=O)[O-])c2)c1
  0.0	-8	-5	44	86*	-44	-27	2	-6	1
C=CCNc1sc(C(=O)C(C)(C)C)c(N)c1C#N
  -1.8	-1	28	17	7	-17	-3	6	-17	-4
Cc1ccc(C2CC(c3ccccc3Cl)n3nc(N)nc3N2)cc1 (stereo unspecified)
  -1.0	-4	-5	-6	1	6	-18	·	4	·
CC(C)N(C(=O)CSc1nc2ccccc2n1Cc1ccc(F)cc1)C(C)C
  -0.4	-10	-12	36	11	-36	-20	3	-1	-4
CCOc1ccc(NC(=O)Cn2c(=O)n(CCCC(=O)NC3CCN(Cc4ccccc4)CC3)c(=O)c3ccccc32)cc1
  -1.8	-9	4	·	7	·	-10	0	2	0
C=CCn1c(SCc2ccccc2Cl)nnc1-c1sc2nc(C)cc(C)c2c1N
  -0.2	-7	3	4	·	-4	-8	-3	-1	-3
c1ccc(C[C@H]2CNCCN2CCC23CC4CC(CC(C4)C2)C3)cc1
  -1.3	20*	5	-14	8	14	19	·	1	-6
c1ccc(-c2nnc(OCC3CCCO3)c3ccccc23)cc1 (stereo unspecified)
  -1.6	4	8	63	7	-63	9	-6	3	-4
CC1CCN(C(=O)CSc2nnc(Cc3cccn3C)n2CCc2ccccc2)CC1
  0.2	12	0	20	-3	-20	16	·	10	1
Cc1cccc(C)c1NC(=O)C1CC(=O)N(C(C)C)C1 (stereo unspecified)
  -1.6	3	7	4	·	-4	-16	-3	·	-2
Cc1cc(NC(=O)CSCC(=O)N2CCN(c3cccc(C(F)(F)F)c3)CC2)no1
  -0.9	0	33	8	9	-8	-2	2	·	-4
Cc1cccc(OCc2nnc(SCC(=O)NCCc3ccccc3)o2)c1
  -2.4	-7	15	-19	-7	19	-8	2	-1	-2
Cc1ccc(NC(=O)CNC(=O)c2ccc3c(c2)OCO3)nc1
  1.2	0	4	3	8	-3	-12	-1	-11	8
Cc1cccc(OCCSc2nnc(-c3ccoc3C)n2C)c1
  -0.9	2	-10	-16	5	16	-13	1	6	-5
O=C1OCCN1C(=O)[C@H]1[C@H](c2ccc(F)cc2)C(c2ccccc2)=NN1c1ccc(Br)cc1
  1.9	-3	-16	-1	1	1	-10	·	3	-2
Cc1ccc(S(=O)(=O)Nc2ccc(O)c3ncccc23)cc1
  -0.3	2	19	-14	-51	14	1	·	8	0
O=C(/C=C/c1ccccc1[N+](=O)[O-])NCCCn1ccnc1
  -2.7	-5	-9	-26	3	26	-10	1	-2	-1
CC(=O)c1c(C)[nH]c(C(=O)OCC(=O)N2CC(=O)Nc3ccccc32)c1C
  0.0	0	-1	-18	-12	18	1	-1	14	2
S=c1[nH]nc(-c2ccco2)n1/N=C/C=C/c1ccco1
  0.8	-10	-9	-12	-14	12	-6	44	0	-5
O=C(Nc1ccc2c(c1)OCO2)c1noc2c1CCCC2
  0.7	-15	-26	18	8	-18	-14	21	0	-5
NC1=NC2(CCCC2)n2c(nc3ccccc32)N1
  -0.5	5	-33	-19	11	19	-11	1	·	1
Cc1nn(C)c(C)c1Sc1ccc(Br)cc1
  -0.5	-5	-7	-29	-7	·	-16	-4	-23	-1

(more compounds)
Values run as follows: CAL PDZ FP-1	dFosB act	PfHsp90 set2	SR-BI DiI inh	MITF act	SR-BI DiI-HDL act	PvdQ inh	NSD2 inh	Rtt109 HAT inh	CAL PDZ FP-2
NC(=O)c1cccc2cc3ccccc3cc12
  ·	-4	3	6	8	-6	-10	-4	-5	-6
O=C(CSC1=Nc2ccccc2C2CC=NN12)NCc1ccco1 (stereo unspecified)
  -1.7	-10	6	50	-39	-50	-12	2	-2	-2
Cc1cccc(NS(=O)(=O)c2cc3c4c(c2)CCC(=O)N4CCC3)c1
  0.4	-17	-12	37	-7	-37	7	0	5	·
COC(=O)/C(C#N)=C/c1occc1C
  -0.5	-4	·	10	-4	-10	2	-1	-6	1
CCOc1ccccc1-c1nnc(SCC(=O)NC2CC3CCC2C3)n1CC (stereo unspecified)
  -1.8	2	2	-4	-23	4	-20	-4	6	1
COc1cccc(-c2nc(CS(=O)(=O)CC(=O)NCc3ccc4c(c3)OCO4)c(C)o2)c1
  -1.8	-5	-29	2	-15	-2	-12	0	-9	-1
Cc1ccc(-c2[nH]nc3c2C(c2ccsc2)C(C#N)=C(N)O3)cc1 (stereo unspecified)
  -0.9	-3	-21	-27	·	27	-4	0	2	-2

Limited to PvdQ inh, CAL PDZ FP-1 and dFosB act (2 entries from above):
molecule	PvdQ inh	CAL PDZ FP-1	dFosB act
Cc1cccc(NS(=O)(=O)c2cc3c4c(c2)CCC(=O)N4CCC3)c1	7	0.4	-17
COC(=O)/C(C#N)=C/c1occc1C	2	-0.5	-4

Compound activity (PubChem)
